ZTA DNA inh = ZTA (EBV) inhibition in EBNA-1 counter-screen; P03206; ZTA-DNA binding, fluorescence polarization; inhibition, % at 11 µM; hit rate 0.15% among 320,000; AID 2234; in the data active = inhibition above about 33%
LYPLA1 counter = blocks human lysophospholipase 1, a PME1 counter-screen | inhibition, % at 5.9 µM | O75608 | recombinant LYPLA1, FP-Rh probe fluorescence polarization | hit rate 0.16% among 320,000 | AID 2174;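 active = inhibition above the mean of all tested compounds plus 3 SD, set per campaign, cut at about 14% in these data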;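 also: inhibitors block serine hydrolase probe labeling of LYPLA1 so polarization falls; 0% = enzyme with DMSO and 100% = wells lacking LYPLA1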
EBNA-1 inh = blocks EBNA-1 binding to DNA; EBNA-1 DNA binding, fluorescence polarization; inhibition, % at 14.8 µM; hit rate 0.34% among 300,000; AID 1950; in the data active = inhibition above about 28%
PAFAH2 FP inh = PAFAH2 (human) inhibition; hit rate 0.99% among 340,000; inhibition, % at 3.39 µM; recombinant PAFAH2, FP-rhodamine activity probe, fluorescence polarization; Q99487;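 active = inhibition above the mean over all tested compounds plus 3 SD, cut at about 30% in these data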;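 also: inhibitors block probe labeling of enzyme so polarization drops; 0% = enzyme with DMSO and 100% = wells lacking PAFAH2 protein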
LYPLA2 inh = counter-screen for PME1 inhibitors: inhibitors of human LYPLA2; O95372; recombinant LYPLA2, FP-Rh probe fluorescence polarization; inhibition, % at 5.9 µM; hit rate 0.38% among 320,000; AID 2177;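 active = inhibition above the screen-wide mean plus 3 SD, limit set per campaign, cut at about 26% in these data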;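 also: 0% = LYPLA2 with DMSO and 100% = wells lacking LYPLA2 enzyme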
Target sequence (O95372 whole entry, looked up): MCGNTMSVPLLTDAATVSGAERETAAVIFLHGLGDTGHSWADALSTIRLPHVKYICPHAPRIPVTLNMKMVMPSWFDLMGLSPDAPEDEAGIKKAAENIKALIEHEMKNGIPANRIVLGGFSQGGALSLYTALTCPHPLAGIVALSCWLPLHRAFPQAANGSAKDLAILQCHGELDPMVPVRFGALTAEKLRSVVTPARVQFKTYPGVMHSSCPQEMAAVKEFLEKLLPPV
GSTO1 inh = GSTO1 inhibition, counter-screen for RBBP9 inhibitors | inhibition, % at 5.96 µM | hit rate 1.1% among 300,000 | P78417 | recombinant GSTO1, activity-based probe fluorescence polarization;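 active = inhibition above the campaign mean inhibition plus 3 SD, cut at about 35% in these data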;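 also: 0% = GSTO1-1 with DMSO and 100% = wells lacking GSTO1-1 enzyme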
PAD4 FP inh = PAD4 (human) enzyme inhibition. hit rate 0.41% among 330,000. Q9UM07. inhibition, % at 6.36 µM. recombinant PAD4, RCA probe fluorescence polarization;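 active = percent inhibition above a cutoff equal to the mean of all tested compounds plus 3 SD, cut at about 15% in these data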;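 also: 0% = PAD4 with RCA probe and DMSO and 100% = probe without PAD4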
PAFAH1B3 inh = inhibitors of human PAFAH1B3; recombinant PAFAH1B3, FP-rhodamine probe, fluorescence polarization; inhibition, % at 3.39 µM; hit rate 0.28% among 340,000; AID 492972;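 active = inhibition above the screen-wide average of all tested compounds plus 3 SD, cut at about 25% in these data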;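 also: 0% = enzyme with DMSO only and 100% = wells lacking PAFAH1B3 protein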
PREPL inh = human PREPL enzyme inhibition | hit rate 0.68% among 320,000 | Q4J6C6 | inhibition, % at 5.96 µM | recombinant PREPL, fluorescence polarization activity-based probe; in the data active = inhibition above about 43%;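 also: 0% = enzyme with DMSO and 100% = wells lacking enzyme; many of its hits are not listed in these tables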
Target sequence (Q4J6C6 whole entry, looked up): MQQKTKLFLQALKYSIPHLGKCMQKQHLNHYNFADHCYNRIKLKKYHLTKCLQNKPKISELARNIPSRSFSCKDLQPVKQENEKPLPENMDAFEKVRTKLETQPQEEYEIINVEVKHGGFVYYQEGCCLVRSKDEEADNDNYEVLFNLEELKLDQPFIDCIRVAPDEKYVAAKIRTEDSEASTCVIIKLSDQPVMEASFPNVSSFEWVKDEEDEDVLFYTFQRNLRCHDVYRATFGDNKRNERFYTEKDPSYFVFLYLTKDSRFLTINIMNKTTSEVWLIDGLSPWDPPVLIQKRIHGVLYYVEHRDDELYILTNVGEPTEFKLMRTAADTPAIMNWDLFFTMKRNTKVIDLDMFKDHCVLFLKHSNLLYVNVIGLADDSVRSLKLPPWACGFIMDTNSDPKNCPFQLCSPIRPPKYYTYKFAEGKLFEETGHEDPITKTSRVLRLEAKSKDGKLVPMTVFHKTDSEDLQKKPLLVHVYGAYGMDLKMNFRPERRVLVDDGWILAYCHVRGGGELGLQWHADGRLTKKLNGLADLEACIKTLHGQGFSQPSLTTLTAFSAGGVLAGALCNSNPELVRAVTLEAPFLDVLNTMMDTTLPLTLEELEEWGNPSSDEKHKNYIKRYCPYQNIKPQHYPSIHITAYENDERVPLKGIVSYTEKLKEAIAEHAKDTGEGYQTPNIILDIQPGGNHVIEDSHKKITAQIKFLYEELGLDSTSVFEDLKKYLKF
* = called active by the depositor.

Results for CCOc1ccc(N2Cc3ncccc3C2=O)cc1 ?
ZTA DNA inh: 0; LYPLA1 counter: 1; EBNA-1 inh: -9; PAFAH2 FP inh: 7; LYPLA2 inh: -3; GSTO1 inh: -4; PAD4 FP inh: 0; PAFAH1B3 inh: 5; PREPL inh: 13

Results for CC1=CC(C)(C)Nc2ccc(OC(=O)CN3C(=O)c4cccc5cccc(c45)C3=O)cc21 ?
ZTA DNA inh: -6; LYPLA1 counter: -2; EBNA-1 inh: -11; PAFAH2 FP inh: 14; LYPLA2 inh: 7; GSTO1 inh: 37*; PAD4 FP inh: -12; PAFAH1B3 inh: 4; PREPL inh: 11

Results for CCCCn1c(N)c(N(CC(C)C)C(=O)c2oc3ccc(Br)cc3c2C)c(=O)[nH]c1=O ?
ZTA DNA inh: 7; LYPLA1 counter: 3; EBNA-1 inh: 6; PAFAH2 FP inh: 11; LYPLA2 inh: -1; GSTO1 inh: -4; PAD4 FP inh: 1; PAFAH1B3 inh: 2; PREPL inh: 5

What do the screens show for `CCCn1c(=N)n(CC(=O)OCC)c2ccccc21`?
ZTA DNA inh: 6; LYPLA1 counter: -4; EBNA-1 inh: -2; PAFAH2 FP inh: 0; LYPLA2 inh: -5; GSTO1 inh: -1; PAD4 FP inh: -3; PAFAH1B3 inh: 3; PREPL inh: 7

How did COc1cccc(NC(=O)CSc2nnc(Cn3nnc4ccccc43)n2C)c1 do in these assays?
ZTA DNA inh: -14; LYPLA1 counter: 1; EBNA-1 inh: -5; PAFAH2 FP inh: 3; LYPLA2 inh: 8; GSTO1 inh: 3; PAD4 FP inh: -1; PAFAH1B3 inh: 4; PREPL inh: 4

What do the screens show for `COCCNC(=O)c1ccccc1NC(=O)c1cc(OC)cc(OC)c1`?
ZTA DNA inh: -3; LYPLA1 counter: 0; EBNA-1 inh: -1; PAFAH2 FP inh: 7; LYPLA2 inh: 6; GSTO1 inh: 0; PAD4 FP inh: 2; PAFAH1B3 inh: 12; PREPL inh: -9

How did Cc1ccc2[nH]cc(CCNC(=O)c3ccc([N+](=O)[O-])cc3)c2c1 do in these assays?
ZTA DNA inh: 4; LYPLA1 counter: -1; EBNA-1 inh: 11; PAFAH2 FP inh: 16; LYPLA2 inh: 3; GSTO1 inh: -2; PAD4 FP inh: -3; PAFAH1B3 inh: 5; PREPL inh: 11

Results for O=C(CNC(=O)C1COc2ccccc2O1)N/N=C\c1ccccc1Cl (stereo unspecified) ?
ZTA DNA inh: -10; LYPLA1 counter: -3; EBNA-1 inh: -12; PAFAH2 FP inh: -2; LYPLA2 inh: -5; GSTO1 inh: -3; PAD4 FP inh: -1; PAFAH1B3 inh: 2; PREPL inh: -4

What do the screens show for `O=C(NNc1ccccn1)c1ccc(Cl)nc1`?
ZTA DNA inh: -21; LYPLA1 counter: 3; EBNA-1 inh: 6; PAFAH2 FP inh: -6; LYPLA2 inh: -3; GSTO1 inh: 13; PAD4 FP inh: 7; PAFAH1B3 inh: 11; PREPL inh: 12

How did CCC(CC)NC(=O)CCc1nc2ccccc2c(=O)[nH]1 do in these assays?
ZTA DNA inh: -12; LYPLA1 counter: 0; EBNA-1 inh: -2; PAFAH2 FP inh: -4; LYPLA2 inh: -3; GSTO1 inh: -6; PAD4 FP inh: 1; PAFAH1B3 inh: 2; PREPL inh: 3

What do the screens show for `COc1cc(/C=N/NC2=NS(=O)(=O)c3ccccc32)ccc1OC(C)=O`?
ZTA DNA inh: 10; LYPLA1 counter: -2; EBNA-1 inh: -2; PAFAH2 FP inh: -9; LYPLA2 inh: 2; GSTO1 inh: 8; PAD4 FP inh: -3; PAFAH1B3 inh: 5; PREPL inh: 0

What do the screens show for `Cc1ncc([N+](=O)[O-])n1S(=O)(=O)c1cc(Br)ccc1Br`?
ZTA DNA inh: -6; LYPLA1 counter: -1; EBNA-1 inh: 2; PAFAH2 FP inh: -1; LYPLA2 inh: 8; GSTO1 inh: -2; PAD4 FP inh: -2; PAFAH1B3 inh: 5; PREPL inh: -4

How did CN(C)c1ccnc(Oc2ccc(C(C)(C)C)cc2)c1C#N do in these assays?
ZTA DNA inh: -3; LYPLA1 counter: -2; EBNA-1 inh: -19; PAFAH2 FP inh: -3; LYPLA2 inh: -5; GSTO1 inh: 14; PAD4 FP inh: 0; PAFAH1B3 inh: -5; PREPL inh: 4

What do the screens show for `Cc1ccc(NC(=O)c2cc(=O)c3ccccc3o2)c(C)c1`?
ZTA DNA inh: -7; LYPLA1 counter: -2; EBNA-1 inh: 1; PAFAH2 FP inh: 0; LYPLA2 inh: 2; GSTO1 inh: 1; PAD4 FP inh: -3; PAFAH1B3 inh: 2; PREPL inh: 4

Results for CCCOc1ccc(Cn2c(=O)oc3ccc(C)cc32)cc1OC ?
ZTA DNA inh: -11; LYPLA1 counter: 0; EBNA-1 inh: 3; PAFAH2 FP inh: -15; LYPLA2 inh: 6; GSTO1 inh: -5; PAD4 FP inh: -5; PAFAH1B3 inh: 13; PREPL inh: 1

What do the screens show for `COc1ccc(C(=O)Nc2cccc(S(C)(=O)=O)c2)cc1`?
ZTA DNA inh: -6; LYPLA1 counter: -3; EBNA-1 inh: -9; PAFAH2 FP inh: -7; LYPLA2 inh: -5; GSTO1 inh: -2; PAD4 FP inh: -2; PAFAH1B3 inh: 8; PREPL inh: 0

How did CCOc1cccc2cc(C(=O)NCc3cccnc3)c(=O)oc12 do in these assays?
ZTA DNA inh: -11; LYPLA1 counter: 0; EBNA-1 inh: 0; PAFAH2 FP inh: 1; LYPLA2 inh: 1; GSTO1 inh: 9; PAD4 FP inh: -2; PAFAH1B3 inh: 3; PREPL inh: -1

Results for Cc1cc(C)cc(OCC(=O)OCC(=O)NCCC2=CCCCC2)c1 ?
ZTA DNA inh: 13; LYPLA1 counter: -2; EBNA-1 inh: 3; PAFAH2 FP inh: -4; LYPLA2 inh: 0; GSTO1 inh: 1; PAD4 FP inh: 2; PAFAH1B3 inh: 2; PREPL inh: 4

What do the screens show for `COc1cc2c(cc1NC(=O)c1ccco1)CCCC2`?
ZTA DNA inh: 9; LYPLA1 counter: -1; EBNA-1 inh: 6; PAFAH2 FP inh: -2; LYPLA2 inh: -6; GSTO1 inh: 5; PAD4 FP inh: -1; PAFAH1B3 inh: 3; PREPL inh: 8

Results for Cc1cc(C)n(-c2ncc(C#N)cn2)n1 ?
ZTA DNA inh: -15; LYPLA1 counter: 0; EBNA-1 inh: 5; PAFAH2 FP inh: -2; LYPLA2 inh: 2; GSTO1 inh: -1; PAD4 FP inh: 0; PAFAH1B3 inh: 3; PREPL inh: 20

A draw from above in order of length of the SMILES, ascending:
Results for CCCOc1ccc(Cn2c(=O)oc3ccc(C)cc32)cc1OC ?
ZTA DNA inh: -11; LYPLA1 counter: 0; EBNA-1 inh: 3; PAFAH2 FP inh: -15; LYPLA2 inh: 6; GSTO1 inh: -5; PAD4 FP inh: -5; PAFAH1B3 inh: 13; PREPL inh: 1

What do the screens show for `Cc1ccc(NC(=O)c2cc(=O)c3ccccc3o2)c(C)c1`?
ZTA DNA inh: -7; LYPLA1 counter: -2; EBNA-1 inh: 1; PAFAH2 FP inh: 0; LYPLA2 inh: 2; GSTO1 inh: 1; PAD4 FP inh: -3; PAFAH1B3 inh: 2; PREPL inh: 4

Results for Cc1cc(C)cc(OCC(=O)OCC(=O)NCCC2=CCCCC2)c1 ?
ZTA DNA inh: 13; LYPLA1 counter: -2; EBNA-1 inh: 3; PAFAH2 FP inh: -4; LYPLA2 inh: 0; GSTO1 inh: 1; PAD4 FP inh: 2; PAFAH1B3 inh: 2; PREPL inh: 4

What do the screens show for `COc1cc(/C=N/NC2=NS(=O)(=O)c3ccccc32)ccc1OC(C)=O`?
ZTA DNA inh: 10; LYPLA1 counter: -2; EBNA-1 inh: -2; PAFAH2 FP inh: -9; LYPLA2 inh: 2; GSTO1 inh: 8; PAD4 FP inh: -3; PAFAH1B3 inh: 5; PREPL inh: 0

Next compounds:
What do the screens show for `CCCc1nc(NCC2CCCO2)c2nnn(Cc3ccccc3)c2n1` (stereo unspecified)?
ZTA DNA inh: 9; LYPLA1 counter: -4; EBNA-1 inh: 2; PAFAH2 FP inh: 9; LYPLA2 inh: -4; GSTO1 inh: 7; PAD4 FP inh: -2; PAFAH1B3 inh: 2; PREPL inh: 6

What do the screens show for `COc1cc2cc(C(c3nnnn3C(C)(C)C)N3CCc4ccccc4C3)c(=O)[nH]c2cc1OC` (stereo unspecified)?
ZTA DNA inh: 3; LYPLA1 counter: 3; EBNA-1 inh: 2; PAFAH2 FP inh: -3; LYPLA2 inh: 5; GSTO1 inh: -3; PAD4 FP inh: -2; PAFAH1B3 inh: 1; PREPL inh: 3

What do the screens show for `COc1ccc(CCCc2nnc(SCC(=O)Nc3ncc(C)s3)o2)cc1`?
ZTA DNA inh: -1; LYPLA1 counter: -4; EBNA-1 inh: -3; PAFAH2 FP inh: 6; LYPLA2 inh: -1; GSTO1 inh: 16; PAD4 FP inh: -4; PAFAH1B3 inh: -8; PREPL inh: -8

How did CCOC(=O)CSc1nnc(-c2ccc3ncccc3c2)n1C do in these assays?
ZTA DNA inh: -6; LYPLA1 counter: 0; EBNA-1 inh: -2; PAFAH2 FP inh: 7; LYPLA2 inh: 2; GSTO1 inh: -1; PAD4 FP inh: -2; PAFAH1B3 inh: 9; PREPL inh: -4

How did O=C(CN1C(=O)CSc2ccc(C(F)(F)F)cc21)Nc1ccccc1 do in these assays?
ZTA DNA inh: -3; LYPLA1 counter: 1; EBNA-1 inh: 7; PAFAH2 FP inh: -4; LYPLA2 inh: 37*; GSTO1 inh: -6; PAD4 FP inh: 1; PAFAH1B3 inh: -3; PREPL inh: -1

What do the screens show for `Cc1ccc(Cl)cc1NS(=O)(=O)c1ccc(-n2cccn2)cc1`?
ZTA DNA inh: -17; LYPLA1 counter: -1; EBNA-1 inh: -8; PAFAH2 FP inh: -5; LYPLA2 inh: -6; GSTO1 inh: 6; PAD4 FP inh: 2; PAFAH1B3 inh: 6; PREPL inh: -3

What do the screens show for `COc1ccc(S(=O)(=O)N(C)CC(=O)Nc2ccc(C)cc2)cc1OC`?
ZTA DNA inh: 12; LYPLA1 counter: 2; EBNA-1 inh: 1; PAFAH2 FP inh: -7; LYPLA2 inh: 1; GSTO1 inh: -3; PAD4 FP inh: -6; PAFAH1B3 inh: 0; PREPL inh: -12

What do the screens show for `COc1cccc(/C=N/NC(=O)c2c(-c3ccccc3)noc2C)c1OC`?
ZTA DNA inh: -9; LYPLA1 counter: -4; EBNA-1 inh: 10; PAFAH2 FP inh: 1; LYPLA2 inh: 13; GSTO1 inh: 2; PAD4 FP inh: -2; PAFAH1B3 inh: 6; PREPL inh: 4

What do the screens show for `CCOC(=O)c1[nH]c(C)c(/C=N/O)c1C`?
ZTA DNA inh: -6; LYPLA1 counter: 4; EBNA-1 inh: 3; PAFAH2 FP inh: 2; LYPLA2 inh: 0; GSTO1 inh: 2; PAD4 FP inh: -2; PAFAH1B3 inh: 1; PREPL inh: 14

How did CCN(C[C@H]1N[C@@](CC)(C(=O)OC)[C@H]2C(=O)N(C)C(=O)[C@@H]12)C(=O)Nc1ccccc1 do in these assays?
PAFAH2 FP inh: 11; PAD4 FP inh: -3; PAFAH1B3 inh: 15; PREPL inh: 6

Results for CC(=O)N(c1c(C)n(C)n(-c2ccccc2)c1=O)C1(C(=O)NC2CCCC2)CCCCC1 ?
ZTA DNA inh: -1; LYPLA1 counter: 3; EBNA-1 inh: 1; PAFAH2 FP inh: 3; LYPLA2 inh: 1; GSTO1 inh: -3; PAD4 FP inh: 1; PAFAH1B3 inh: 14; PREPL inh: -3

What do the screens show for `CC(=O)Nc1ccc(NS(=O)(=O)c2cccc3nonc23)cc1`?
ZTA DNA inh: -6; LYPLA1 counter: 1; EBNA-1 inh: -6; PAFAH2 FP inh: 0; LYPLA2 inh: -3; GSTO1 inh: 6; PAD4 FP inh: -5; PAFAH1B3 inh: 1; PREPL inh: 12

Some of the compounds tested, so the mix of outcomes need not match the whole.
